Tau fibril FP – inhibitors of human tau fibril formation; P10636; K18 P301L tau heparin fibrillization, Alexa594 FP, 6 h; Potency, µM (series often up to 57.7 µM), without a hit: top-dose activity, negative = inhibition, most hits filed as inhibitors; 280,000 tested, 0.39% active; further: potency means the concentration at half of the fitted maximal effect; on the % scale 0 is the no-effect control and ±100 the full control effect; nearly all actives have a fitted effect of over 55% in size
Target sequence (P10636 561-689 P618L limits assumed): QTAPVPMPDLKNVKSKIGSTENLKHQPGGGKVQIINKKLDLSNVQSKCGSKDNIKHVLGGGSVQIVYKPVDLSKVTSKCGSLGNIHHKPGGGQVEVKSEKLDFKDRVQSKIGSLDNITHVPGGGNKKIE
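Compound effects on tau fibrillization are measured by Alexa 594 fluorescence polarization (ex 555, em 632 nm). K18 P301L tau is used at 15 uM with 0.24 uM labeled tracer, and 20 uM heparin induces aggregation over 6 hr at 37 C.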
TRb-SRC2 inh – disrupts binding of human TR beta to SRC2 | 280,000 tested, 0.065% active | AID 1469 | TRbeta-SRC2 peptide binding, fluorescence polarization; receptor liganded with 1 µM T3 | Potency, µM (titrated, usually from 106 µM), for the others: at the highest dose activity change, negative = inhibition, actives largely listed as inhibitors;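 further: potency means the concentration at half of the fitted maximal effect; plate controls were bound peptide for no effect and peptide without receptor for full effect; nearly all actives have a fitted effect of over 50% in size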
Target sequence (P10828 whole entry, looked up): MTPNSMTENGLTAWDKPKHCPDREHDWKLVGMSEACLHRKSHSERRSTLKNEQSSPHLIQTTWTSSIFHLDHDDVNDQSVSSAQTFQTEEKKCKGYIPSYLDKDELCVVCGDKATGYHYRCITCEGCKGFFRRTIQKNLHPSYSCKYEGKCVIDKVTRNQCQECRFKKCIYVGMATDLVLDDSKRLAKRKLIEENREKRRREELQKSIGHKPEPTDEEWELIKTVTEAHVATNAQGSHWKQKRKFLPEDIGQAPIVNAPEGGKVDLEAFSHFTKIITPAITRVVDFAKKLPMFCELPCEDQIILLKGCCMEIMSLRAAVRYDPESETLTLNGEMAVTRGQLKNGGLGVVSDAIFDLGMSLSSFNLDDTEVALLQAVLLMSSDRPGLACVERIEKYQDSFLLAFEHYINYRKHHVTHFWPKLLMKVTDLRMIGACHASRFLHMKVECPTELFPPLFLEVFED
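Human TRb LBD (0.6 uM) plus Texas Red-labeled SRC2 peptide (20 nM), 1uM T3, 5% DMSO, 5 hr at ambient temperature. Decreased polarization (555/632 nm) flags inhibition; data normalized to free and bound peptide controls.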
CBFb RUNX1 block – blocks binding between human CBF-beta and RUNX1 | Q01196+Q13951 | AlphaScreen CBFb-His/RUNX1-biotin binding, biochemical | Potency, µM (highest dose often 59.8 µM), for inactives: at the top dose activity, negative = inhibition, usual class: inhibitors | 230,000 tested, under 10 active; further: % of control where 0% means no effect
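Interaction loss through any mechanism counts as activity. Pre-formed complex of His-CBF-beta and biotin-RUNX1 (30 nM apiece) is incubated with compound 15 min, then with 50 ng nickel and 50 ng streptavidin beads for 90 min before AlphaScreen detection.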
Epigenetic derep – regulators of epigenetic silencing causing reporter derepression in mouse cells; murine LDR cells, GFP reporter derepression, 30 h; Potency, µM (doses to about 53.9 µM), for inactives: at the highest dose GFP activation, most hits filed as activators; 280,000 tested, 0.2% active; AID 1865; further: potency means the concentration at half of the fitted maximal effect; % of control where 0% means no effect; nearly all actives have a fitted effect of over 60% in size
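Murine LDR cells bearing a silenced CMV-driven GFP reporter were exposed to compound for 30 h at 37 C. After PBS washes, GFP-positive cells (20-120 um objects) counted by laser-scanning microplate cytometry.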
GLA spleen mod – inhibitors or activators of human alpha-galactosidase in spleen homogenate. P06280. human spleen homogenate, 4MU-alpha-Gal fluorescence, 40 min. Potency, µM (series often up to 80 µM), for inactives: top-dose activity change, negative = inhibition, actives largely listed as inhibitors. 240,000 tested, 0.008% active. AID 2107;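 further: potency means the concentration at half of the fitted maximal effect; 0% = enzyme with vehicle and -100% = no enzyme basal signal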
Target sequence (P06280 32-429 limits assumed): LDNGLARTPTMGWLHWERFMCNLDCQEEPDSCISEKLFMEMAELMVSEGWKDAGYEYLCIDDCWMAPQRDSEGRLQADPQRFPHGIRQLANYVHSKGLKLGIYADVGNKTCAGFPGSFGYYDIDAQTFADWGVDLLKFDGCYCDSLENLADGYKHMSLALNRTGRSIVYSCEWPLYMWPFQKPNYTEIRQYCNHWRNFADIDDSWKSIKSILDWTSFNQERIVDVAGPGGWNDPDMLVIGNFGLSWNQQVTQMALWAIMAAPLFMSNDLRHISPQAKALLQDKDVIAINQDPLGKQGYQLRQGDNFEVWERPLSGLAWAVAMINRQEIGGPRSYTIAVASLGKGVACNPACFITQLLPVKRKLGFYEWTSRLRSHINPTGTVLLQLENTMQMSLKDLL
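Human spleen homogenate (1 ug) as enzyme source, 4-methylumbelliferyl-alpha-D-galactopyranoside 1 mM final, citrate/phosphate pH 5.0 with 0.01% Tween-20. Compounds 40 min at 37C, NaOH/glycine stop; fluorescence Ex 365/Em 440, Hill-fit AC50.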
Tau fluor cs – counter-screen for tau fibril formation inhibitors; Potency, µM (highest dose often 57.7 µM), for the others: top-dose activity change, negative = decrease; 280,000 tested, 0.93% active; tau K18 P301L (four-repeat tau fragment) Alexa594 fluorescence, heparin fibrillization; further: potency means the concentration at half of the fitted maximal effect; on the % scale 0 is the no-effect control and ±100 the full control effect; nearly all actives have a fitted effect of over 55% in size
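Human K18 P301L tau (15 uM unlabeled plus 0.24 uM Alexa 594-labeled, final) in 100 mM sodium acetate pH 7 was mixed with compound and 20 uM heparin and incubated 6 hr at 37 C.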
TexasRed fluor – counter-screen for TRb-SRC2 inhibitors: fluorescence interference; TRb/SRC2 Texas Red total fluorescence interference; AID 1479; Potency, µM (top dose mostly 106 µM), inactives show at the highest dose fluorescence change, negative = quenching; 280,000 tested, 0.29% active; active means well fitted curve in either direction with a large enough effect; inconclusive means small, poorly fitted or top-dose-only effect; further: potency means the concentration at half of the fitted maximal effect; on the % scale 0 is the no-effect control and ±100 the full control effect
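Flags fluorescent or light-absorbing compounds by total fluorescence, S + 2P, at 555 nm excitation and 632 nm emission. Mixture: 20 nM Texas Red SRC2 peptide, 0.6 uM human TRb LBD, 1 uM T3, 5% DMSO; compound exposure 5 h at ambient temperature.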
NPSR antag – antagonists of human neuropeptide S receptor cAMP signaling. Q6W5P4. CHO-NPSR cells, cAMP TR-FRET, antagonist mode. Potency, µM (series often up to 38.3 µM), for the others: top-dose activity change, negative = inhibition, actives largely listed as inhibitors. 220,000 tested, 1% active. AID 1461; further: potency means the concentration at half of the fitted maximal effect; on the % scale 0 is the no-effect control and ±100 the full control effect; nearly all actives have a fitted effect of over 50% in size; many of its hits are not listed in these tables
An asterisk follows results filed as active; ? = inconclusive; / = no result given; [ ] = remark or other dose. Unless noted, the call rests on the fitted dose curve; in most records, active means well fitted curve in the direction sought with a large enough effect; inconclusive means small, poorly fitted or top-dose-only effect, or another doubt; inactive means no such curve, though single readings can be large; an effect the other way counts as inactive or inconclusive. These rows are one share of the data; rates above refer to the full screens.

A first look, 5 compounds:
no.	molecule	Tau fibril FP	TRb-SRC2 inh	CBFb RUNX1 block	Epigenetic derep
1	S=C(c1cn(Cc2ccccc2)c2ccccc12)N1CCOCC1	6%	6%	-24%	-0.2%
2	O=C(CN(c1ccccc1)S(=O)(=O)c1ccccc1)N1CCOCC1	-5%	0%	3%	-1.1%
3	Cc1cc(C)cc(N2CC(c3nc(-c4ccccc4C)no3)CC2=O)c1 (stereo not given)	5%	2%	/	1.5%
4	O=C(N/N=C/C=C/c1ccccc1)c1ccncc1	5%	-1%	-9%	0.0%
5	CCC(Oc1ccccc1)C(=O)Nc1ncc([N+](=O)[O-])s1 (stereo not given)	3%	8%	-7%	3.3%

no.	GLA spleen mod	Tau fluor cs	TexasRed fluor	NPSR antag
1	6%	-16%	-1%	-24%
2	-3%	-17%	-4%	3%
3	/	-10%	?	/
4	-3%	1%	-19%	-16%
5	-10%	-24%	-2%	23%

The listing, previewed entries included:
no.	molecule	Tau fibril FP	TRb-SRC2 inh	CBFb RUNX1 block	Epigenetic derep
1	S=C(c1cn(Cc2ccccc2)c2ccccc12)N1CCOCC1	6%	6%	-24%	-0.2%
2	O=C(CN(c1ccccc1)S(=O)(=O)c1ccccc1)N1CCOCC1	-5%	0%	3%	-1.1%
3	Cc1cc(C)cc(N2CC(c3nc(-c4ccccc4C)no3)CC2=O)c1 (stereo not given)	5%	2%	/	1.5%
4	O=C(N/N=C/C=C/c1ccccc1)c1ccncc1	5%	-1%	-9%	0.0%
5	CCC(Oc1ccccc1)C(=O)Nc1ncc([N+](=O)[O-])s1 (stereo not given)	3%	8%	-7%	3.3%
6	COc1ccc(S(=O)(=O)Nc2cccc(-c3ccc(N4CCCC4)nn3)c2)cc1OC	-3%	4%	/	-1.7%
7	CN(C1CCCCC1)S(=O)(=O)c1ccc(C(=O)O)cc1	0%	-5%	4%	0.7%
8	Cc1ccc(-c2cc(C(=O)Oc3ccccc3Cl)no2)cc1C	10%	1%	/	-3.2%
9	Cn1cnnc1SCC(=O)Nc1ncc(C(F)(F)F)cc1Cl	6%	-7%	21%	2.6%
10	c1ccc(-c2csc(-c3ccncc3)n2)cc1	-3%	-1%	8%	0.9%
11	Cc1cc(C)c(S(C)(=O)=O)c(S(=O)(=O)c2ccc(Cl)cc2)n1	-6%	-3%	2%	0.0%
12	Cc1cccc(NC(=O)c2c(NC(=O)c3cccs3)sc3c2CCC(C)C3)c1 (stereo not given)	-5%	-11%	/	-0.8%
13	O=C(CC(C(=O)O)c1ccccc1)Nc1cccc2ccccc12 (stereo not given)	15%	-4%	-4%	4.0%
14	COc1ccc(CCC(=O)N2CCN(C3CCCCC3)CC2)cc1	2%	2%	7%	0.0%
15	Nc1nc2c(c3c1c(=O)oc1ccccc13)CCCCC2	4%	-6%	5%	-1.0%

no.	GLA spleen mod	Tau fluor cs	TexasRed fluor	NPSR antag
1	6%	-16%	-1%	-24%
2	-3%	-17%	-4%	3%
3	/	-10%	?	/
4	-3%	1%	-19%	-16%
5	-10%	-24%	-2%	23%
6	/	-10%	2%	/
7	-7%	-4%	-2%	4%[46.1 µM]
8	/	-8%	7%	/
9	-7%	-3%	-4%	18%
10	-4%	-11%	-1%	8%
11	-5%	-10%	-1%	-9%[46.1 µM]
12	/	-16%	0%	/
13	6%	0%	-1%	11%
14	4%	-1%	0%	-13%[46.1 µM]
15	2%	2%	-2%	-14%[46.1 µM]

More entries.
no.	molecule	Tau fibril FP	TRb-SRC2 inh	CBFb RUNX1 block	Epigenetic derep
16	Nc1c(C(=O)NCCN2CCOCC2)c2nc3ccccc3nc2n1CCc1ccccc1F	12%	4%	?	-1.0%
17	CSCCC(NS(=O)(=O)c1cccs1)C(=O)NCc1ccccc1 (stereo not given)	3%	4%	12%	2.2%
18	COc1ccccc1-c1cc(C(=O)Nc2ccccc2SC)no1	-5%	-4%	0%	1.9%
19	C=CCN(C(=O)CSc1nc2ccsc2c(=O)n1Cc1ccccn1)c1ccccc1	-4%	0%	-9%	7.2%
20	O=C(Cc1c[nH]c2ccccc12)Nc1cccc(S(=O)(=O)N2CCCCC2)c1	5%	-2%	-5%	-0.4%
21	O=C(CCn1c(=O)c2cccn2c2ccc(F)cc21)NCCc1ccccc1Cl	?	7%	/	0.8%
22	CCC(Sc1nc2ccccc2o1)C(=O)O (stereo not given)	8%	3%	4%	-5.1%
23	CN(C)CCCNc1cc(N2CCN(C3CCCCC3)CC2)c2noc3c2c1C(=O)c1ccccc1-3	?	-16%	/	0.6%
24	CCOC(=O)c1[nH]c2ccccc2c1NC(=O)c1ccc(S(=O)(=O)N2CCCC2)cc1	0%	4%	-4%[2.36 µM]	6.0%
25	COc1ccccc1-n1cnc2cc(C(=O)NCCCN3CCOCC3)ccc21	7%	0%	6%	0.0%
26	Cc1cccc(C)c1NC(=O)N1CCC(c2nc3ccccc3o2)CC1	1%	3%	4%	1.7%
27	COC(=O)CCC(=O)OC1(C)C(=O)C=C2C=C(C3CC3)N(CC3CC3)C=C2C1=O (stereo not given)	3%[11.6 µM]	4%[11.2 µM]	9%[13.1 µM]	-1.2%
28	CCOC(=O)C1(CC2CC2)CCN(Cc2ccc(O)c(Cl)c2)CC1	0%	1%	4%	-0.1%
29	CC(=O)c1cccc([N+](=O)[O-])c1	/	-6%	0%[21.7 µM]	/
30	CC(C)CCOc1ccc(C(=O)NCC2OCCc3ccccc32)cc1 (stereo not given)	6%	0%	/	0.3%

no.	GLA spleen mod	Tau fluor cs	TexasRed fluor	NPSR antag
16	?	?	-3%	-23%[46.1 µM]
17	-5%	-7%	0%	10%
18	-11%	-20%	-1%	-16%[46.1 µM]
19	-4%	-8%	0%	-24%
20	4%	-27%	-2%	-49%
21	/	3%	7%	/
22	5%	7%	0%	4%
23	/	?	26%	/
24	-6%	?	-2%	-8%
25	2%	11%	2%	4%[46.1 µM]
26	7%	4%	-1%	-4%[46.1 µM]
27	-14%[17.5 µM]	-2%[11.6 µM]	1%[11.2 µM]	4%
28	-6%	-17%	0%	-11%
29	-10%	/	-1%	/
30	/	-18%	-2%	/

(further entries)
no.	molecule	Tau fibril FP	TRb-SRC2 inh	CBFb RUNX1 block	Epigenetic derep
31	CC1CCCN(C(=O)c2ccc3c(c2)C(=O)N(CCC2=CCCCC2)C3=O)C1 (stereo not given)	5%	17%	1%[2.36 µM]	4.0%
32	COC(=O)c1ccc(NCCC(=O)O)cc1	2%	4%	-2%	1.1%
33	COc1cccc(-c2n[nH]c3c2C(c2ccccn2)N(C)C3=O)c1 (stereo not given)	-9%	-11%	/	5.2%
34	COc1ccc(C2CC(c3ccccc3)Oc3cc(C)c(Cl)c(C)c32)cc1 (stereo not given)	/	-4%	3%	/
35	COc1ccc(NC(=O)Cn2c(=O)n(-c3ccc(OC)cc3)c(=O)c3ccc(C(=O)NCc4ccc(C)cc4)cc32)cc1	?	2%	/	4.7%
36	COc1ccc(Oc2nc3c(c(=O)n(C)c(=O)n3C)n2Cc2ccccc2)cc1	-15%	-14%	5%	-3.0%
37	O=C(Nc1nccs1)C(=O)c1c[nH]c2ccccc12	-6%	-10%	4%	4.6%
38	Oc1ccc(/C=N/Nc2ncc(Br)cn2)c(O)c1	18%	4%	16%	-3.2%
39	Cc1ccc(C)c(NC(=O)CCn2nc(C)c3c(C)n(-c4ccccc4)nc3c2=O)c1	8%	4%	/	-7.8%
40	c1ccc(Cn2nnnc2C(c2cccs2)N2CCCCCC2)cc1 (stereo not given)	-6%	-8%	12%	-2.0%
41	O=C(OCc1ccco1)c1ccc2c(c1)N(Cc1cccc(F)c1)C(=O)c1ccccc1S2	-8%	2%	/	-1.7%
42	CC(C)=CCC/C(C)=C/C=N/NC(=O)c1ccc([N+](=O)[O-])cc1	5%	1%	-6%	-1.1%
43	CCOc1ccc(C(=O)Nc2ccc(C(=O)OCc3cc(=O)n4ccsc4n3)cc2)cc1	5%	-1%	/	-8.5%
44	COc1cc(OC)cc(-n2nnnc2SCC(=O)NCCc2ccc(OC)c(OC)c2)c1	-5%[2.34 µM]	-5%	-1%	-1.1%
45	CCn1c(-c2csc(-c3ccc(Cl)cc3)n2)n[nH]c1=S	3%	3%	0%	0.0%
46	CCc1cccc(NC(=O)Cc2ccc([N+](=O)[O-])cc2)c1	6%	-6%	2%	0.0%
47	CCC1CCCCN1C(=O)CCc1nnc(C2CCCCC2)o1 (stereo not given)	4%	-8%	-5%	2.9%
48	COc1ccc(NC(=O)CCNS(=O)(=O)c2ccc3c(c2)CCCC(=O)N3)cc1	-6%	-1%	/	-0.4%

no.	GLA spleen mod	Tau fluor cs	TexasRed fluor	NPSR antag
31	-5%	-6%	-1%	-19%
32	1%	8%	1%	11%
33	/	-3%	1%	/
34	5%	/	-1%	/
35	/	-23%	1%	/
36	4%	-7%	-4%	-2%[46.1 µM]
37	2%	-12%	-7%	-20%[46.1 µM]
38	9%	?	-22%	-24%
39	/	3%	-2%	/
40	-13%	-13%	0%	-17%[46.1 µM]
41	/	-16%	-2%	/
42	-2%	-16%	?	5%
43	/	-4%	-2%	/
44	0%	-2%[2.34 µM]	14%	7%
45	8%	-6%	1%	8%[46.1 µM]
46	-4%	-6%	1%	-9%
47	-4%	6%	-2%	-9%
48	/	-10%	-16%	/
